TRPV1 agonist: HTS Assay for Compounds that Act as Agonists of the Vanilloid Receptor 1; activation, % at 8.33 µM; TRPV1-expressing cells, Fluo-8 calcium influx, agonist mode; hit rate 0.19% among 320,000; AID 540275, 2011; Transient receptor potential cation channel subfamily V member 1 (Homo sapiens), Q8NER1; in the data active = activation above about 80%; inconclusive = between about 30% and that limit; also: 0% is about no effect
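Fluo-8 calcium influx in TRPV1-expressing cells, kinetic read (ex 480/em 520 nm). Compound added and read 3 min for agonist activity, followed by capsaicin at EC20 final and 2 min further read for enhancement.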
MBNL1-CUG inh: qHTS Assay for Inhibitors of MBNL1-poly(CUG) RNA binding. hit rate 0.036% among 280,000. TR-FRET MBNL1-His/biotin-(CUG)12 binding, 665/545 ratio. Potency, µM (top dose mostly 57.5 µM), inactives show at the highest dose activity change, negative = inhibition, actives largely listed as inhibitors; active = well fitted inhibition curve with a large enough effect in the signal ratio, with a control signal flat, not every such curve was filed as active; inconclusive = small, poorly fitted or top-dose-only effect, or effect the other way, or a change in a side signal; inactive = no such curve, though single readings can be large or run the other way; the % refers to the signal ratio; also: potency is read from the fitted curve at half-maximal effect; % is scaled to controls: 0 for no effect and ±100 for the full control effect
Target sequence (Q9NR56 whole entry, looked up): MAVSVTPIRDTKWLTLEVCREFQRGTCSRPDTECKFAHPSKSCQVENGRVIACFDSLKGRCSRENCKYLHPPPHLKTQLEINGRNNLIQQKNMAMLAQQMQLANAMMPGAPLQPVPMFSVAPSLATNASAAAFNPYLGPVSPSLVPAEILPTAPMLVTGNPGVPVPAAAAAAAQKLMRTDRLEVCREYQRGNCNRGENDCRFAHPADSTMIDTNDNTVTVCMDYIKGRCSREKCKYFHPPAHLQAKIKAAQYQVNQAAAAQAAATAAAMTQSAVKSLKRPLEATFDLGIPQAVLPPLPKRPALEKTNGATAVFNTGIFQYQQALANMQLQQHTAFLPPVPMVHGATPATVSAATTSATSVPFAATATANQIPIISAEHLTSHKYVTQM
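Compound titration spanned 92 nM–58 uM against the MBNL1-His/biotin-(CUG)12 complex. After 60 min at room temperature with 5 nM streptavidin-XL665 and 0.055 ng/ul terbium anti-His, ratiometric 665/545 nm emission (Ex 340 nm) normalized to controls.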
KCNH2 3.1 block: qHTS for Inhibitors of KCHN2 3.1: Mutant qHTS. U2OS KCNH2 3.1, thallium flux FluxOr; stronger effect = lower value. Potassium voltage-gated channel subfamily H member 2, brain isoform KCNH2 3.1 (human). activity change, % (tested at about 1.8 µM). hit rate 0.95% among 340,000;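 active = maximum activity change below -70%; inconclusive = maximum activity change from -70% to -50%; inactive = maximum activity change above -50%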;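 also: thallium influx rate constant from kinetic fluorescence after stimulation buffer; % is scaled to controls: 0 for no effect and ±100 for the full control effect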
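Steps: virus added to U2OS suspension (4 h, RT, dark); medium with 10% FBS added, cells plated, 37 C overnight; FluxOr/Red40 loading buffer 45 min RT; stimulation buffer, 2 min kinetic read; rate constant normalized.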
hERG WT inh: qHTS for Inhibitors of KCHN2 3.1: Wildtype qHTS; Voltage-gated inwardly rectifying potassium channel KCNH2 (Homo sapiens), Q12809; U2OS, BacMam KCNH2, thallium flux FluxOr; stronger effect = lower value; activity change, % at 1.84 µM; hit rate 0.37% among 340,000;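 active = maximum activity change below -70%; inconclusive = maximum activity change between -70% and -50%; inactive = maximum activity change above -50%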; also: % is scaled to controls: 0 for no effect and ±100 for the full control effect
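U2OS cells transduced with wild-type KCNH2 virus are loaded with FluxOr dye for 45 min, and thallium flux is measured in kinetic reads before and after stimulation buffer. Rate constants are normalized to DMSO controls.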
a7 integrin act: qHTS for Activators of Integrin-Mediated Alleviation for Muscular Dystrophy. hit rate 0.064% among 350,000. AID 624291, 2012. Potency, µM (highest dose often 38.3 µM), inactives show at the highest dose activation, usual class: activators. alpha7betagal myoblasts, beta-gal FDG fluorescence, 48 h;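 also: potency is read from the fitted curve at half-maximal effect; 100% = response of the positive control SU9516; nearly all actives have a fitted effect of over 60% in size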
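Alpha7betagal+/- myoblasts (passage 13) were plated 16-24 hr, then exposed to compounds (1:260 dilution of DMSO stock) for 48 hours at 37C. After MPER lysis, β-galactosidase reporter activity was read as FDG fluorescence (ex 480/em 540) after 30 minutes.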
GALK inh: qHTS Assay for Inhibitors of Human Galactokinase (GALK); hit rate 0.007% among 270,000; Purified GALK, Kinase-Glo residual ATP luminescence; Potency, µM (series often up to 57.5 µM), for the others: at the highest dose activity change, negative = inhibition, hits mostly inhibitors; AID 1868, 2009; P51570; also: potency is read from the fitted curve at half-maximal effect; % is scaled to controls: 0 for no effect and ±100 for the full control effect
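Luminescence from leftover ATP (Ultra-Glo luciferase/luciferin) served as read-out after a 1 h room-temperature reaction of 5 nM GALK with 35 uM ATP and 100 uM galactose.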
Coupling enz: qHTS Assay for Inhibitors of Fructose-1,6-bisphosphate Aldolase from Giardia Lamblia: Coupling assay counterscreen. hit rate 0.67% among 290,000. coupling enzyme system counterscreen, AmpLite Red fluorescence. activity change, negative = inhibition, % at 58.2 µM, hits read low; in the data active = activity change below about -30%; also: % is scaled to controls: 0 for no effect and ±100 for the full control effect
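Final compound at 57.5 uM, incubated 10 min at RT with coupling enzyme reagent (glyceraldehyde-3-phosphate), then 20 min with substrate and AmpLite Red detection. Fluorescence read at 525/598 nm; tests interference with the coupling assay, not aldolase inhibition.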
S-ASM inh: Inhibitors of Secretory Acid Sphingomyelinase (S-ASM): qHTS; hit rate 0.006% among 340,000; placental ASM, HMU-PC fluorogenic substrate, 60 min; Potency, µM (series often up to 57.5 µM), inactives show at the top dose activity change, negative = inhibition, most hits filed as inhibitors; also: potency is read from the fitted curve at half-maximal effect
Target sequence (P17405 47-631 limits assumed): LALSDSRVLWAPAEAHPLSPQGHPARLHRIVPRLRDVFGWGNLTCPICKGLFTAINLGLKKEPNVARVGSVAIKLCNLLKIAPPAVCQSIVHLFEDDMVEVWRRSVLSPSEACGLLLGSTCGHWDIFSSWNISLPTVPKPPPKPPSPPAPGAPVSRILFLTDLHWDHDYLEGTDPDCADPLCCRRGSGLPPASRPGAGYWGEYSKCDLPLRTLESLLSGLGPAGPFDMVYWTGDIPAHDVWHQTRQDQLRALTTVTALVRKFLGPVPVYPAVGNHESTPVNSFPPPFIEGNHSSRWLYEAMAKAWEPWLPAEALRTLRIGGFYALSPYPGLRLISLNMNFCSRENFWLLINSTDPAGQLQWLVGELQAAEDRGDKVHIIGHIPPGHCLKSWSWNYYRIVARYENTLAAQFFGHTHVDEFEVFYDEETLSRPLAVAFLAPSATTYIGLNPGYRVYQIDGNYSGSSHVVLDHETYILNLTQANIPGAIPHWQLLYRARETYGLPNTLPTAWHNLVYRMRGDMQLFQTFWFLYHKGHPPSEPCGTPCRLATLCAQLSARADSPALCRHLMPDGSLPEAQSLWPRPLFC
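qHTS format. ASM enzyme prepared from human placenta hydrolyses the fluorogenic substrate HMU-PC0 (9 uM final) over 60 min at 37 °C after a 10 min compound preincubation.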
CXXC DNA block: qHTS Fluorescence Polarization Assay for Inhibitors of MLL CXXC domain - DNA interaction; Histone-lysine N-methyltransferase 2A (Homo sapiens), Q03164; MLL-CXXC / FITC-HOXA9 DNA fluorescence polarization; Potency, µM (doses to about 115 µM), inactives show top-dose activity change, negative = inhibition, actives largely listed as inhibitors; hit rate 0.037% among 290,000; active = well fitted inhibition curve with a large enough effect in the polarisation, with a control signal flat, not every such curve was filed as active; inconclusive = small, poorly fitted or top-dose-only effect, or effect the other way, or a change in a side signal; inactive = no such curve, though single readings can be large or run the other way; the % refers to the polarisation; also: potency is read from the fitted curve at half-maximal effect
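Fluorescence polarization: 7 uM MLL-CXXC (stock) preincubated 5 min with compounds, then 50 nM fluorescein-HOX-A9 DNA (stock) added; 30 min ambient. Buffer 50 mM Tris-HCl pH 7.5, 50 mM NaCl, 1 mM DTT, 0.05% BSA.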
A-T KAP1 phos: qHTS Assay for Identifying a Potential Treatment of Ataxia-Telangiectasia; AID 485349, 2010; hit rate 0.19% among 320,000; […] A-T fibroblasts, KAP-1 phosphorylation AlphaLISA; neocarzinostatin DNA damage 30 min before lysis; Potency, µM (series often up to 57.5 µM), without a hit: at the top dose activation, most hits filed as activators; also: potency is read from the fitted curve at half-maximal effect; % of control where 0% means no effect; nearly all actives have a fitted effect of over 45% in size
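ATM-like activity read as KAP-1 phosphorylation via AlphaLISA donor/acceptor antibody pairs after lysis and 6 hr at 25C. Cells were ATM-null patient fibroblasts ([…], hTERT), dosed 60 min, then exposed to the DSB inducer NCS for 30 min.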
* hit, by the source's call; ? = inconclusive; · = not tested or not shown; [ ] = another dose, or the depositor's remark. Unless noted, calls follow the shape of the dose curve; as a rule, active = well fitted curve in the direction sought with a large enough effect; inconclusive = small, poorly fitted or top-dose-only effect, or another doubt; inactive = no such curve, though single readings can be large; an effect the other way counts as inactive or inconclusive. This is a random part of the collection. About 2% of those tested had a hit in this group.

SMILES	TRPV1 agonist	MBNL1-CUG inh	KCNH2 3.1 block	hERG WT inh	a7 integrin act	GALK inh	Coupling enz	S-ASM inh	CXXC DNA block	A-T KAP1 phos
COc1ccc(CCN2CC(C(=O)NCc3cc(C(C)C)no3)CCC2=O)cc1 (configuration not stated)	-1	2%	-24	-1	14%	·	0	5%	2%	-8%
O=[N+]([O-])c1ccc(C[n+]2cc(-c3ccccc3)n3c2CCCCC3)cc1	-1	?	-2	4	0%	1%	4	0%	14%	1%
COc1ccccc1CCC(=O)Nc1cccc(S(=O)(=O)N2CCOCC2)c1	?	-4%	4	-16	-13%	1%	-1	-2%	2%	4%
CCOCCCNC(=O)Cn1cc2c(n1)CCCCC2	1	2%	14	-7	0%	-2%	-1	9%	2%	-5%
Cc1ccc(S(=O)(=O)N2CCCC2)cc1C(=O)N1CCN(Cc2ccccc2)CC1	-2	-13%	-6	4	-14%	-1%	1	7%	-8%	-2%
Cc1nc(C2CC(=O)OC23CCCCC3)cs1 (configuration not stated)	0	35%[activator]	-16	15	-17%	1%	-15	6%	6%	5%
COC(=O)c1ccccc1NC(=O)C1CC(c2ccc(F)cc2)=NO1 (configuration not stated)	12	5%	-14	-4	-17%	2%	3	-7%	5%	11%
O=C1CCCC(=O)C1C1c2ccccc2CCN1C(=O)CCl (configuration not stated)	-3	-13%	8	7	-11%	-2%	-1	-2%	-25%	-4%
COc1ccc(NCc2nnc(SCC(=O)NNC(=O)c3ccc(C)cc3)n2C)cc1	2	2%	-6	1	-6%	0%	-3	6%	2%	-4%
CCC(C)C(=O)Nc1nnc(SCC(=O)N2C(C)CCCC2C)s1 (configuration not stated)	3	-3%	2	-11	20%	4%	2	-3%	1%	-12%
O=C(OCN1C(=O)c2ccccc2C1=O)c1ccccc1	2	21%	0	1	9%	2%	5	-4%	-4%	-5%
COc1ccc(CN2CSC(=S)N(Cc3ccc(OC)cc3)C2)cc1	8	-9%	11	0	-55%[inhibitor]	·	0	-3%	25%	-1%
O=C1c2ccccc2C(O)N1c1ccccc1 (configuration not stated)	1	2%	-7	13	9%	-5%	1	6%	3%	0%
O=C(CCCCCN1C(=O)CCC1=O)Nc1ncn[nH]1	-1	-3%	1	0	31%	0%	0	1%	1%	-2%
COc1ccc(C(=O)N(C)Cc2ccc(C)o2)cc1OC1CCN(C(C)=O)CC1	1	5%	-4	1	12%	2%	-2	0%	-2%	-2%
COc1ccc(NC(=O)c2ccccc2Cl)cc1NC(=O)CN1CCOCC1	-1	-8%	-7	1	26%	0%	1	0%	-2%	-2%
CC(=O)N1CCSc2ccc(S(=O)(=O)Nc3cccc(C)c3)cc21	9	-5%	8	-30	17%	2%	·	2%	9%	4%
CC1CC(C)CN(CC(=O)NCCc2ccc(S(N)(=O)=O)cc2)C1 (configuration not stated)	1	-1%	5	10	?	15%	0	-1%	0%	2%
O=C(Cn1cnc2c(NC(=O)OCc3ccccc3)ncnc21)NCc1ccccn1	-8	·	2	-29	-1%	·	·	16%	·	-6%
CCN(CCCNC(=O)C1CCN(S(=O)(=O)CC)CC1)c1ccccc1	0	-2%	-14	3	18%	2%	-1	1%	3%	-9%
Cc1ccc(C)c(Nc2c(F)c(F)c(F)c(F)c2C(=O)O)c1	2	?	-11	16	12%	-2%	1	10%	-4%	-1%
COc1ccccc1-c1cc(C(F)(F)F)nc(S(=O)(=O)CCCC(=O)N2CCCCC2C)n1 (configuration not stated)	17	-4%	7	9	-56%[inhibitor]	-2%	1	19%	?	35%
CCN(C(=O)Cn1cnc2ccccc2c1=O)C1CCS(=O)(=O)C1 (configuration not stated)	-1	·	-2	-5	1%	·	·	7%	·	·
CC(C)CC(=O)NC(=S)Nc1nc(-c2ccc(Cl)cc2)cs1	2	-19%	-2	48	5%	2%	0	1%	5%	5%
CC1CN(Cc2cc(=O)[nH]c(C(C)C)n2)CC(C)O1 (configuration not stated)	1	-1%	1	22	4%	0%	1	3%	12%	?
COC(=O)C1CSc2[nH]c(=O)sc2C1c1ccccc1 (configuration not stated)	-1	24%	-1	5	16%	4%	-4	14%	31%[activator]	5%
COc1ccc(C(=O)CSc2nnc3ccccn23)cc1OC	2	0%	3	·	-37%[inhibitor]	0%	2	3%	0%	-4%
CC(C)CC(=O)Nc1ccc(C(=O)Nc2cccc(O)c2)cc1	-2	-17%	19	-2	3%	1%	-1	-1%	8%	0%
Cc1cc(Nc2ccccc2)nc(N2CCOCC2)n1	6	0%	42	14	19%	1%	-3	3%	-6%	4%
O=C(Cn1cc2c(n1)CCCCC2)N1CCCCC1	-3	-8%	0	3	-31%	0%	0	0%	1%	7%
O=C1NC2(CCCCCC2)C(=O)N1Cc1ccccc1Br	6	2%	15	-4	-5%	-1%	-3	-2%	-2%	-6%
CN1CCN(C(=O)CCn2c(=O)c3cccn3c3cccnc32)CC1	-1	-1%	4	-33	18%	0%	4	-1%	7%	-6%
COc1ccc2oc(C(=O)OCC(=O)N(C)c3ccccc3)c(C)c2c1	8	·	28	-9	-17%	·	·	5%	·	-4%
O=C(Nc1ncccc1O)c1c(O)c2ccccc2[nH]c1=O	·	·	18	-7	19%	-5%	-10	5%	-9%	-1%
O=C(Nc1cccc(C(F)(F)F)c1)N(Cc1ccc(Cl)cc1)CC(O)C(F)(F)F (configuration not stated)	7	-2%	-17	2	2%	5%	6	-14%	2%	?
Cn1c(=O)n(Cc2ccc(Br)cc2)c2ccccc21	?	-5%	-12	-6	0%	0%	4	-2%	-11%	4%
Cn1cnnc1SCC(=O)Nc1cccc(C(=O)O)c1	1	1%	·	-2	-4%	-2%	-2	2%	-1%	1%
CCOC(=O)c1cc2c(=O)[nH]c(C(Cl)(Cl)Cl)nc2o1	-2	?	20	-4	9%	-2%	4	0%	3%	-5%
COCCN(C(=O)c1cc(S(=O)(=O)N2CCCCC2)ccc1Cl)c1c(N)n(CC(C)C)c(=O)[nH]c1=O	1	·	2	1	4%	·	·	1%	·	9%
O=S(=O)(Nn1cnnc1)c1ccccc1	-5	8%	-4	-13	6%	0%	1	0%	1%	4%
O=C(CCCN1C(=O)/C(=C/c2ccccc2Cl)SC1=S)NNC(=O)c1ccccc1Cl	-1	5%	-1	3	-39%	-1%	5	2%	-3%	1%
CC(=O)Nc1ccc(Oc2ncccn2)c(Cl)c1	-8	-1%	-3	2	-1%	0%	3	4%	1%	·
Cc1c(/C(O)=C2/C(=O)C(=O)N(CCN3CCOCC3)C2c2cccs2)cnn1-c1ccccc1 (configuration not stated)	1	26%	1	3	-4%	1%	2	1%	1%	-6%
COCC(=O)Nc1ccc(F)cc1	2	-7%	-8	-5	16%	6%	2	-1%	-6%	0%
O=C(Nc1ccncc1)c1ccc2c(c1)C(=O)N(C1CCCCC1)C2=O	?	?	-11	6	16%	1%	1	-10%	0%	2%
COc1ccc(CN(Cc2cc3cccc(C)c3[nH]c2=O)C(=O)N(C)C)cc1	2	-2%	4	-5	-7%	-3%	1	-1%	-2%	-5%
CCN(CC(=O)Nc1ccc(NC(C)=O)cc1)C(=O)c1ccccc1Sc1ccccc1C#N	1	·	-5	2	25%	·	·	-9%	·	9%
COc1ccc(CNC(=O)CN(C(=O)c2csnn2)c2cccc3ccccc23)cc1	-1	2%	2	-7	15%	13%	5	1%	18%	3%
Cn1c(CNC(=O)CNC(=O)Cc2ccc(F)cc2)cc(=O)n(C)c1=O	0	2%	4	1	-29%	-2%	0	1%	1%	-5%
COc1cccc(CC(=O)Nc2nc(-c3cc(OC)ccc3OC)cs2)c1	?	10%	-1	3	15%	1%	-4	-13%	5%	4%
